# Xi reactivation: activators of inactive X chromosome reactivation, primary screen, imaging, XiGFP fibroblasts, GFP high-content imaging, set 2; XiGFP mouse fibroblasts, % GFP-positive cells imaging, 3 d; cells co-treated with 5-aza-dC sensitizer; scaled so ellipticine positive control = 100%; activation, % at 7.58 µM; hit rate 0.055% among 360,000;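 active means mean normalized replicate activation at least 10% and every replicate at or above 10%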;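 further: 0% = median of on-plate neutral control wells and 100% = ellipticine 6 µM median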
#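 Schedule: 3 d treatment, 15 min room-temperature fixation; system: 68-5-11 XiGFP fibroblast line; buffer or medium: DMEM plus 5-aza-dC sensitizer; control set: ellipticine 6 µM positive control; compound: one concentration, pinned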
# ERAP1 inh: human ERAP1 aminopeptidase inhibitors, primary screen, biochemical, single point, plate reader; inhibition, % at 10.7 µM; Endoplasmic reticulum aminopeptidase 1 (Homo sapiens), Q9NZ08; hit rate 0.15% among 340,000; recombinant ERAP1, Leu-AMC fluorescence, 60 min;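 active means mean replicate inhibition of at least 30%, or all replicates individually reaching that 30% level; inactive means mean below 30% and not every replicate reaching it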;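 further: 0% = neutral control wells and 100% = L-leucinethiol positive control wells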
# RAD54 branch: inhibitors of human RAD54 branch migration, primary screen, biochemical, fluorescence, single point | RAD54 Holliday junction branch migration, FAM/BHQ fluorescence | AID 602329, 2012 | inhibition, % at 10.4 µM | hit rate 0.14% among 360,000;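 active means mean normalized replicate activity at least 40 and at least half of replicates scoring 40 or more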;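 further: 0% = median of neutral control wells and 100% = median of positive control wells; inhibitors cause a drop in the FAM fluorescence signal; in these data hits start at about 50%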
# Target sequence (Q92698 whole entry, looked up): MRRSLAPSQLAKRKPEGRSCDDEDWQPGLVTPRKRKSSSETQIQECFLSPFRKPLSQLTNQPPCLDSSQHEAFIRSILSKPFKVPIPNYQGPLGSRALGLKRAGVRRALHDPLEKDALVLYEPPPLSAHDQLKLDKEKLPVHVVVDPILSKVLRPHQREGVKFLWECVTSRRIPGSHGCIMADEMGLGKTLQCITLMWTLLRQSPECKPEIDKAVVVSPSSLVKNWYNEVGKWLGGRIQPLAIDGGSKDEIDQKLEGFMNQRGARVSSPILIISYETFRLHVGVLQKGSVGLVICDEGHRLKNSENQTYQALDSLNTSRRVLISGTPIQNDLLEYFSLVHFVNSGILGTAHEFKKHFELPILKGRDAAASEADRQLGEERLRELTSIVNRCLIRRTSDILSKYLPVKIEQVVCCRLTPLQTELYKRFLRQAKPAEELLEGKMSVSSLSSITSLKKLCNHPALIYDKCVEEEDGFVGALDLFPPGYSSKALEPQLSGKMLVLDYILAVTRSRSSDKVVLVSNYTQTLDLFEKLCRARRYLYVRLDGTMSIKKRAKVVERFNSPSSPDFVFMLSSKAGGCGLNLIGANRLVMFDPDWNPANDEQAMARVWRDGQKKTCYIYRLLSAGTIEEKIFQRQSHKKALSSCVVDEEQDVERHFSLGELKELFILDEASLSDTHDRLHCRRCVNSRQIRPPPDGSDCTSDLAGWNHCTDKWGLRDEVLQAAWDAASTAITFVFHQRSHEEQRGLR
# RAD52 anneal inh: RAD52 DNA annealing inhibitors, primary screen, biochemical, FRET, single point, set 2 | AID 651710, 2012 | recombinant RAD52 DNA annealing, FRET fluorescence | hit rate 0.46% among 360,000 | DNA repair protein RAD52 homolog (Homo sapiens), P43351 | inhibition, % at 18.7 µM;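 active means every replicate showing at least 50% inhibition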
# F508del corr: F508del CFTR correction, initial screen, CFBE line, single point; hit rate 0.36% among 350,000; CFBE cells, YFP halide quenching; stimulated with forskolin plus potentiator P3; % fluorescence drop versus neutral controls; activity (quench increase), % at 7.58 µM; AID 720511, 2013;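 active means mean added fluorescence quench of at least 8% versus neutral control, with both replicates also reaching 8%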;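 further: cells transiently co-express mutant CFTR-F508del with the halide-sensitive YFP; corrector assay measuring rescue of mutant channel to the surface after 24 h compound exposure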
# INS-1E GSIS act: GLuc luminescence reporter in INS-1E cells, primary screen for activators of glucose-dependent secretion of insulin. INS-1E GLuc reporter insulin secretion, 2-3 h. activation, % at 16.6 µM. hit rate 0.61% among 370,000;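 active means lowest replicate activation of at least 40%, so every replicate reaches that level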;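 further: 0% = median of neutral control wells and 100% = median of IBMX positive control wells; some compounds called inactive have numbers as strong as hits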
# esBAF inh: Bmi1 luciferase reporter increase in mESCs, primary screen, esBAF inhibitor project, mouse ES cells, Bmi1 luciferase knock-in, single point; 24 h; 100% = twice the neutral-well signal; reporter increase, % at 12.5 µM; hit rate 2% among 350,000; in the data active means activation above about 40%;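 further: 0% = median of the plate's neutral control wells and 100% = double that signal; a rise in the Bmi1 reporter signal indicates esBAF inhibition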
# ARNT-TACC3 inh: disruptors of ARNT/TACC3 protein interaction, primary screen, biochemical, AlphaScreen, single concentration. AlphaScreen His-ARNT PAS-B/GST-TACC3 binding, luminescence; TACC3 fragment carries E629A point mutation. inhibition, % at 9.99 µM. hit rate 0.66% among 390,000;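 active means mean inhibition of replicates at least 50% and at least half of replicates each reaching 50%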;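 further: 0% = complete ARNT plus TACC3 wells and 100% = ARNT alone without TACC3; many hits fall short of the cut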
# An asterisk follows results filed as active; · = no result given; & = joins results of further samples.
# Below each compound – RAD52 anneal inh	F508del corr	esBAF inh	Xi reactivation	ERAP1 inh	RAD54 branch	INS-1E GSIS act	ARNT-TACC3 inh
- O=C1CSC(=S)N1Nc1ccccc1
    -32	3.7	-3	0.0	0	-40	-6	-5
- CC=Cc1ccc2n(c1=O)C[C@H]1[C@H](CO)[C@@H](C(=O)NCc3ccccc3)[C@@H]2N1C (mixture of isomers)
    ·	0.2	-6	0.3	·	-2	7	·
- C[C@H](CO)N1C[C@H](C)[C@@H](CN(C)C(=O)Nc2ccccc2)Oc2ccc(NC(=O)Nc3ccccc3)cc2C1=O
    10&-15	-1.0&-2.5	2&-4	-1.2&-0.1	1&-1	-3&-8	12&-7	0&13
- CC1C(=O)N2CCCc3cc(S(=O)(=O)N4CCCCC4)cc1c32 (configuration not stated)
    -19	-1.3	0	0.0	0	-12	30	-1
- Cc1ccc(-c2nnc(SCC(=O)NC3CC3)o2)cc1
    -4	-1.4	19	0.3	2	3	0	5
- CO[C@@H]1CN(C)C(=O)c2ccc(NC(C)=O)cc2OC[C@H](C)N(CC2CCCCC2)C[C@@H]1C
    7	1.9	-2	-0.1	-4	-9	10	-3
- COC(=O)c1ccccc1CC1SC(N)=NC1=O (configuration not stated)
    -9	-0.4	-7	0.5	3	6	13	5
- CC(C)CC(=O)NC(=S)Nc1ccc(Cl)cn1
    -15	·	49*	0.0	5	2	5	-4
- O=C(Nc1cccc(F)c1)N1C[C@@H]2[C@H](c3ccccc31)[C@@H](CO)N2C(=O)Cc1ccccn1
    -6	-0.9	11	0.0	-1	4	-1	0
- C[C@@H]1CCCCO[C@@H](CN(C)C(=O)Nc2ccccc2)[C@@H](C)CN([C@H](C)CO)C(=O)c2cc(NS(=O)(=O)c3ccccc3)ccc2O1
    -7	-0.8	-3	-0.1	-1	8	2	-11
- Cc1cc(C(=O)Nc2cccc3c2O[C@H](CN(C)Cc2ccncc2)[C@@H](C)CN([C@@H](C)CO)C3=O)n(C)n1
    -12	-1.6	2	0.1	5	-3	-3	-4
- C[C@@H]1CN([C@H](C)CO)C(=O)c2cc(NS(=O)(=O)c3ccccc3)ccc2O[C@@H]1CN(C)C(=O)Nc1ccccc1
    3	2.6	-1	0.0	-2	4	0	-6
- O=C(Cc1ccccn1)NCC[C@@H]1CC[C@@H](NS(=O)(=O)c2ccc(F)cc2)[C@@H](CO)O1
    -34	-0.8	0	0.3	1	3	2	6
- CNC(C)C(=O)NC(C(=O)N1CCCC1C(=O)Nc1ccc2ncccc2c1)C(C)C (configuration not stated)
    -8	-1.9	-1	0.0	-1	-6	3	5
- Cc1ccc(OCc2cccc(S(=O)(=O)N(C)C)c2)c([N+](=O)[O-])n1
    -12	-0.1	7	0.0	1	4	26	4
- COc1ccc(/C=N/n2nnnc2N)cc1OC
    -1	-2.7	·	0.0	·	0	15	11
- O=[N+]([O-])c1ccc(COc2ccccc2CN2CCOCC2)cc1
    -6	-1.6	-1	0.1	-1	4	-5	2
- C[C@@H]1CCCCO[C@H](CN(C)C(=O)Nc2cccc3ccccc23)[C@H](C)CN([C@@H](C)CO)C(=O)c2cc(NC(=O)CCCN(C)C)ccc2O1
    3	-3.2	4	0.1	-1	17	0	14
- CC(=O)Nc1ccc(NC(=O)COc2ccc(-c3ccc(C#N)cc3)cc2)cc1
    -7	-0.4	-7	0.1	-2	5	13	-2
- CN1C(=O)c2cc(NC(=O)Nc3ccccc3)ccc2OC[C@@H]2O[C@@H](CC(=O)NC3CCC3)CC[C@H]21
    -13	3.1	14	0.1	0	-4	-4	5
- Cc1nc(Nc2ccc(S(N)(=O)=O)cc2)sc1-c1ccccc1
    -13	1.6	-28	0.4	6	7	-14	·
- O=C(C[C@@H]1C=C[C@@H](NC(=O)C2CCC2)[C@@H](CO)O1)NCc1ccncc1
    -2	2.4	1	-0.3	-2	-1	8	-5
- C[C@@H]1CN([C@@H](C)CO)C(=O)c2cc(-c3ccc(C(=O)N(C)C)cc3)cnc2O[C@H]1CN(C)Cc1ccc(C(=O)O)cc1
    0	0.4	-1	-0.3	-2	3	6	-5
- CN1CCN(C(=O)[C@@H]2[C@@H](CO)[C@@H]3Cn4c(ccc(/C=C/c5ccccc5)c4=O)[C@@H]3N2CC2CC2)CC1
    -6	·	3	0.3	-5	0	-5	-6
- CSCCC(=O)NC1CC(C)(C)Cc2c1cnn2-c1ccccc1C (configuration not stated)
    -12	-3.0	5	-0.1	-2	-7	-10	0
- COc1cccc(CNC(=O)CS(=O)(=O)Cc2nc(-c3ccc(C)cc3)oc2C)c1OC
    -16	-6.4	-2	-0.1	4	-5	·	29
- O=C(CCc1ccccc1)NNC(=O)Nc1cccc(Cl)c1
    -4	-4.3	·	0.0	-4	-5	-17	0
- COc1ccc(Cl)cc1NC(=O)COC(=O)Cc1cccs1
    -5	-1.0	-10	0.0	2	-1	6	1
- O=C(NNC1=C(C(=O)C(F)(F)F)CCC1)c1ccc(Br)cc1
    -11	·	12	·	-1	-7	11	0
- COc1ccccc1C(=O)Nc1ccc(Cc2ccncc2)cc1
    -6	0.1	8	0.0	-6	·	-16	·
- C[C@H](CO)N1C[C@H](C)[C@@H](CN(C)C(=O)NC2CCCCC2)Oc2c(NS(=O)(=O)c3ccc(Cl)cc3)cccc2C1=O
    -13	2.3	1	-0.5	0	-6	-11	-8
- CCCCC[C@H](C)N1C[C@@H](COCc2ccccc2)Oc2cc(N3CCC[C@H]3C(N)=O)ccc2S1(=O)=O
    -20	1.7	·	0.0	·	·	-5	·
- C[C@@H]1CN([C@H](C)CO)C(=O)c2cc(NS(=O)(=O)c3ccc(F)cc3)ccc2O[C@@H]1CN(C)S(=O)(=O)c1ccccc1
    ·	-0.6	-3	0.2	·	3	-10	10
- CC(=O)c1sc(N/N=C\c2ccccc2O)nc1C
    -23	3.2	17	0.0	-5	·	3	2
- CCc1ccc(CCC(=O)Nc2nnc(CC)s2)o1
    ·	·	-4	·	·	1	1	29
- CCn1nccc1C(=O)Nc1cccc(C)c1C
    -10	-0.3	-10	0.1	5	3	17	1
- CCOc1ccc(CN2CCNC(=O)C2CC(=O)N(C)CC2CCOCC2)cc1 (configuration not stated)
    -26	0.8	-2	-0.1	0	-1	1	21
- COCC(C)n1c(C)cc(C(=O)COC(=O)/C=C/c2cccc(F)c2)c1C (configuration not stated)
    -15	-3.3	-14	0.0	5	2	-4	9
- O=C(Nc1ccc(F)cc1)N1C[C@H]2[C@@H](c3ccccc31)[C@@H](CO)N2C(=O)c1ccc(F)cc1
    -15	-2.0	3	0.0	-1	5	-1	-9
- COc1cccc(-c2nc(CS(=O)(=O)CC(=O)NCCc3ccc(OC)c(OC)c3)c(C)o2)c1
    -23	5.4	·	0.8	3	·	19	-5
- CC(C)N(C)C1CCN(C(=O)Nc2ccc(Cl)c(Cl)c2)CC1
    ·	·	0	·	·	2	-4	-4
- CC(=O)N(C)C[C@H]1Oc2ncc(-c3cncnc3)cc2C(=O)N([C@H](C)CO)C[C@@H]1C
    8	1.3	-2	-0.3	0	-3	19	2
- CCC(C)NS(=O)(=O)c1ccc(NS(=O)(=O)c2ccc(F)cc2)cc1 (configuration not stated)
    ·	·	-3	·	·	2	18	-5
- Cc1noc(C)c1S(=O)(=O)Nc1ccc2c(c1)C(=O)N([C@@H](C)CO)C[C@@H](C)[C@H](CN(C)S(C)(=O)=O)OCCCC[C@@H](C)O2
    8	0.9	-3	0.0	3	-2	-4	-1
- CCCN1CCC(NC(=O)Cc2ccccc2C)CC1
    -11	0.4	-6	0.0	1	-18	17	9
- Cc1cccc(-c2nc3ccc(C(=O)NCCN4CCN(C)CC4)cc3nc2-c2cccc(C)c2)c1
    68*	-0.7	-7	0.0	-29	41	47	14
- COc1cc2c(c(OC)c1OC)-c1ccc(SC)c(=O)cc1C(NC=O)CC2 (configuration not stated)
    -10	-1.9	·	1.3	1	·	-20	-2
- Cc1noc(C)c1NC(=O)N(C)C[C@H]1Oc2ccc(NS(=O)(=O)c3cccs3)cc2C(=O)N([C@@H](C)CO)C[C@@H]1C
    -7	-1.0	1	0.2	1	-3	24	-25
- OCC1C2c3ccccc3C(c3ccccc32)C1CO (configuration not stated)
    3	-2.7	·	0.0	5	·	13	-4
- C[C@@H]1CN([C@H](C)CO)C(=O)c2cc(NS(C)(=O)=O)ccc2O[C@@H]1CN(C)Cc1ccc(-c2ccccc2)cc1
    0	-0.4	8	-0.2	-1	4	-2	3
- COc1cc(OC)cc(C(=O)NC(=S)NCCc2ccccc2)c1
    -12	-0.5	2	·	-1	-11	3	-29
- CCCCNC(=O)c1ccc(NC(=O)CC2SC(N3CCCC3)=NC2=O)cc1 (configuration not stated)
    -12	1.9	-1	2.0	-4	-6	·	-5
- C[C@@H]1CN([C@@H](C)CO)C(=O)c2cc(/C=C/c3ccccc3)cnc2O[C@@H]1CN(C)C(=O)CN(C)C
    -8	1.8	1	0.7	-2	5	6	-3
- C=CCc1cc(S(=O)(=O)c2ccc(O)c(CC=C)c2)ccc1O
    -24	-1.5	0	0.0	-3	0	0	-4
- Cc1ccc(N/N=C2\CS(=O)(=O)N(C)c3ccsc32)cc1
    4	-1.0	59*	0.0	0	-13	-6	-3
- O=C(Cc1ccccc1)Nc1ccccc1N1CCCC1
    ·	·	·	0.1	·	4	-10	-6
- CC(NC(=O)CN1C(=O)NC2(CCc3ccccc32)C1=O)c1ccc2c(c1)OCCO2 (configuration not stated)
    5	-1.4	-3	0.3	-4	0	8	-2
- C/C=C/c1cnc2c(c1)C(=O)N([C@@H](C)CO)C[C@@H](C)[C@H](CN(C)C(=O)c1cnccn1)O2
    4	-0.7	-1	-1.2	-5	-3	35	-20
- CCNC(=O)[C@@H]1[C@@H](CO)[C@@H]2Cn3c(ccc(-c4cccc(OC)c4)c3=O)[C@@H]2N1C(=O)NC(C)C
    3	-1.5	-8	0.1	-2	-8	-7	3
- COc1ccc(C)cc1NC(=O)CN1CCN(S(=O)(=O)c2ccc(F)cc2)CC1
    ·	·	6	·	·	-2	-28	5

# (listing goes on)
# Below each compound – RAD52 anneal inh	F508del corr	esBAF inh	Xi reactivation	ERAP1 inh	RAD54 branch	INS-1E GSIS act	ARNT-TACC3 inh
- COc1cccc(/C=N/NC(=O)CNC(=O)c2cccnc2)c1O
    -15	2.2	-7	-0.1	-3	-1	15	59*
- CN(C)C(=O)c1cn(-c2ccccc2)nc1-c1cc2ccccc2o1
    -2	0.5	5	0.0	1	0	-14	-17
- Cc1nn(CC(=O)Nc2cccc(O)c2)c(=O)c2ccccc12
    -8	-1.5	-4	0.1	1	0	6	·
- Cc1ccc(OCC(=O)Nc2ccccc2N2CCCC2)c(C)c1
    -32	-4.2	·	0.0	2	·	-19	·

# Source: PubChem (Broad Institute)

# Rows are unselected. Share with any hit: about 3.3%.
